ALDH1A1 block – blocks purified human ALDH1A1 activity | AID 1030 | hit rate 7.3% among 220,000 | Purified ALDH1A1, NADH fluorescence, propionaldehyde substrate | P00352 | Potency, µM (top dose mostly 75.3 µM), for the others: at the top dose activity, negative = inhibition, hits mostly inhibitors; active means well fitted inhibition curve with a large enough effect, not every such curve was filed as active; inconclusive means small, poorly fitted or top-dose-only effect, or another doubt; inactive means no such curve, though single readings can be large or run the other way;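 further: plate controls were no enzyme wells and a reference inhibitor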
Target sequence (P00352 whole entry, looked up): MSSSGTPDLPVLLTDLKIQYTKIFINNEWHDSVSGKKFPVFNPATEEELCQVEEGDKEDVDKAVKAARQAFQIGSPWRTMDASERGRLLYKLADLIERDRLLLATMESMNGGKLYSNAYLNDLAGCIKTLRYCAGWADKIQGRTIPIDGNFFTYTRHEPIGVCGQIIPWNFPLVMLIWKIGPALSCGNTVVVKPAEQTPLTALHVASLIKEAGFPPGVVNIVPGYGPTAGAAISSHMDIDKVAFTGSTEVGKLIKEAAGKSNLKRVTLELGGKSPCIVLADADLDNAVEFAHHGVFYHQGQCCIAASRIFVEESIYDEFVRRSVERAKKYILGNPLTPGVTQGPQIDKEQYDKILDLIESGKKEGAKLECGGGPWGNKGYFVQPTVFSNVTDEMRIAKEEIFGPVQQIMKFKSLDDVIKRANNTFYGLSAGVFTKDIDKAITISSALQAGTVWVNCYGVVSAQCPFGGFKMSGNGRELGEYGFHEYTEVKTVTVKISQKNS
GAA inh – blocks human lysosomal alpha-glucosidase; P10253; purified human GAA, 4-MU-alpha-glucoside fluorescence; Potency, µM (series often up to 76.9 µM), inactives show top-dose activity change, negative = inhibition, most hits filed as inhibitors; hit rate 0.005% among 200,000; AID 1466;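 further: plate controls were uninhibited enzyme wells for no effect and no-enzyme background for full effect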
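Activity normalized between no-enzyme (basal) and enzyme-only wells. Conditions: 4 nM human enzyme, 400 uM fluorogenic substrate, citrate/phosphate pH 5.0 with Tween-20, 20 min room temperature, compounds up to 77 uM.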
Epigenetic derep – derepresses silenced GFP reporter in murine cells; murine LDR cells, GFP reporter derepression, 30 h; hit rate 0.2% among 280,000; Potency, µM (highest dose often 53.9 µM), for inactives: at the highest dose GFP activation, most hits filed as activators; AID 1865; further: % of control where 0% means no effect; nearly all actives have a fitted effect of over 60% in size
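GFP-positive cell count by laser-scanning cytometry (objects 20–120 um) after 30 h, 37 C compound exposure of murine LDR cells; reporter is CMV-GFP integrated at a silenced locus, inducible by HDAC or DNMT inhibitors.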
GAA spleen mod – lysosomal alpha-glucosidase (human) modulation. P10253. human spleen homogenate, 4-MU-alpha-glucoside fluorescence. Potency, µM (series often up to 79.9 µM), for the others: top-dose activity change, negative = inhibition, most hits filed as inhibitors. hit rate 0.006% among 240,000. AID 2112;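 further: 0% = enzyme with vehicle and -100% = no enzyme basal signal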
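Enzyme source: human spleen homogenate, 1 ug/well. Buffer 50 mM citric acid/K phosphate pH 5.0, 0.01% Tween-20. 4-MU-alpha-glucoside 1 mM; 37 C x 40 min; NaOH/glycine stop; fluorescence.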
aGal spleen mod – inhibits or activates alpha-galactosidase in human spleen homogenate; P06280; human spleen homogenate, 4MU-alpha-Gal fluorescence, 40 min; Potency, µM (highest dose often 80 µM), inactives show top-dose activity change, negative = inhibition, actives largely listed as inhibitors; hit rate 0.008% among 240,000; AID 2107;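 further: 0% = enzyme with vehicle and -100% = no enzyme basal signal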
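Human spleen homogenate (1 ug) was the enzyme source, with 4-methylumbelliferyl-alpha-D-galactopyranoside (1 mM final) in pH 5.0 citrate buffer with 0.01% Tween-20. Compounds were titrated; after 40 min at 37C, NaOH/glycine stop, 4-MU fluorescence read; AC50 from Hill fits.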
GAA glycogen mod – inhibitors or activators of human alpha-glucosidase glycogen cleavage; P10253; recombinant GAA, glycogen substrate, Amplex Red glucose oxidase fluorescence; Potency, µM (series often up to 76.4 µM), for inactives: at the highest dose activity change, negative = inhibition, actives largely listed as inhibitors; hit rate 0.38% among 300,000;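 further: 0% = full enzyme reaction and -100% = no-enzyme basal signal; the screen sought inhibitors and activators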
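Natural-substrate format: glycogen cleavage by 4 nM human enzyme, glucose read by Amplex Red coupling (Ex 573, Em 610 nm). Normalized to enzyme and no-enzyme controls.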
NPSR antag – neuropeptide S receptor (human) antagonism, cAMP. Q6W5P4. CHO-NPSR cells, cAMP TR-FRET, antagonist mode. Potency, µM (top dose mostly 38.3 µM), without a hit: top-dose activity change, negative = inhibition, usual class: inhibitors. hit rate 1% among 220,000. AID 1461; further: on the % scale 0 is the no-effect control and ±100 the full control effect; nearly all actives have a fitted effect of over 50% in size; many of its hits are not listed in these tables
Target sequence (Q6W5P4 whole entry, looked up): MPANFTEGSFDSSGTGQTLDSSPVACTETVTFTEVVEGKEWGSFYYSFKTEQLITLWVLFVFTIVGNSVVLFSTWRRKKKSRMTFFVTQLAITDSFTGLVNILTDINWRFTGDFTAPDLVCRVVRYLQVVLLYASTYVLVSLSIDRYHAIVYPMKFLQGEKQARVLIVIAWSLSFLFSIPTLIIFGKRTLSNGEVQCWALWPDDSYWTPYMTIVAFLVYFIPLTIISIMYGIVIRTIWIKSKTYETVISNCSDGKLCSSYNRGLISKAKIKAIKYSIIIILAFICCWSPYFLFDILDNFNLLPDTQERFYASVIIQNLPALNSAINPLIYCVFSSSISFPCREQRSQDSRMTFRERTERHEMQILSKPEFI
Tau fluor counter – counter-screen for tau fibril formation inhibitors. AID 1463. tau K18 P301L (four-repeat tau fragment) Alexa594 fluorescence, heparin fibrillization. Potency, µM (titrated, usually from 57.7 µM), for inactives: top-dose activity change, negative = decrease. hit rate 0.93% among 280,000; further: on the % scale 0 is the no-effect control and ±100 the full control effect; nearly all actives have a fitted effect of over 55% in size
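Human K18 P301L tau (15 uM unlabeled plus 0.24 uM Alexa 594-labeled, final) in 100 mM sodium acetate pH 7 was mixed with compound and 20 uM heparin and incubated 6 hr at 37 C.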
The depositor's hits bear a star; ? = inconclusive; / = not tested or not shown; [ ] = remark or other dose. Unless noted, the call rests on the fitted dose curve; in most records, active means well fitted curve in the direction sought with a large enough effect; inconclusive means small, poorly fitted or top-dose-only effect, or another doubt; inactive means no such curve, though single readings can be large; an effect the other way counts as inactive or inconclusive. Potency means the concentration at half of the fitted maximal effect.

cpd	canonical_smiles	Tau fluor counter	GAA spleen mod	Epigenetic derep	ALDH1A1 block
1	COc1ccc2oc(C(=O)OCC(=O)NCCN3C(=O)CSC3=O)c(C)c2c1	-3%	0%	0.0%	?
2	COc1ccccc1CNc1nc2nc(C)cc(=O)n2[nH]1	-4%	-3%	-2.9%	-15%
3	O=C(NCCNc1ccc([N+](=O)[O-])cc1C(F)(F)F)c1ccc(F)cc1	?	-8%	-1.0%	?
4	Cc1nnc(SCC(=O)NCc2cccs2)n1-c1ccccc1	1%	4%	-1.1%	-4%
5	Cn1c(Cc2cccs2)nnc1SCc1nc2ccccc2[nH]1	0%	-4%	0.8%	-2%
6	Cc1cc(C)cc(OCc2ccc(C(=O)NC3CCOC3=O)o2)c1 (configuration not stated)	-12%	-5%	-5.0%	-8%
7	O=C1OCCC1Sc1nnc(-c2cccnc2)n1-c1ccccc1F (configuration not stated)	-2%	-2%	2.2%	0%
8	CC(C)C1Nc2ccc(S(=O)(=O)N3CCOCC3)cc2NC1=O (configuration not stated)	-6%	-3%	-0.3%	6%
9	COc1ccc(/C(C#N)=C/c2cccnc2)cc1	-3%	4%	-1.1%	/
10	CN(C)c1cc[n+](CC(=O)Nc2ccc([N+](=O)[O-])cc2Cl)cc1	-1%	-6%	5.1%	6%
11	Nc1ccccc1N1CCN(C(=O)c2ccccc2)CC1	-5%	-1%	2.4%	-12%
12	COC(=O)C(C(=O)OC)=C(/C=C/N(C)C)N(C)C	-9%	3%	-0.1%	-1%

cpd	GAA glycogen mod	GAA inh	aGal spleen mod	NPSR antag
1	-5%	4%	-1%	-2%[46.1 µM]
2	-2%	-10%	1%	-18%[46.1 µM]
3	2%	?	-11%	-5%
4	8%	-6%	8%	12%[46.1 µM]
5	3%	-2%	2%	-2%[7.67 µM]
6	9%	2%	-5%	18%
7	5%	-12%	-2%	3%
8	-9%	-2%	-5%	10%
9	-15%	/	2%	-7%
10	3%	0%	-3%	-10%[46.1 µM]
11	6%	-3%	-10%	3%[46.1 µM]
12	2%	-6%	-4%	-9%[46.1 µM]

Looked up above.
Under Epigenetic derep, #11 has the entry 2.4%
Under GAA spleen mod, #8 has the entry -3%
Under NPSR antag, #3 has the entry -5%
Under aGal spleen mod, #9 has the entry 2%
Under GAA spleen mod, #12 has the entry 3%

The list continues:
cpd	canonical_smiles	Tau fluor counter	GAA spleen mod	Epigenetic derep	ALDH1A1 block
13	CS(=O)(=O)N(CC(=O)NC1CC1)c1cccc(F)c1	7%	-3%	-0.8%	8%
14	NC(N)=N/N=C/c1cccc([N+](=O)[O-])c1O	-8%	-2%	0.5%	-1%
15	COc1ccc(CNC(=O)C2CCN(S(=O)(=O)N3CCC4(CC3)OCCO4)CC2)c(OC)c1	-21%	5%	-1.0%	?
16	CCc1nnc(NS(=O)(=O)c2ccc(N=Cc3c(C)[nH]n(-c4ccc(Cl)cc4)c3=O)cc2)s1	-5%	-3%	1.9%	?
17	CCOc1cc(/C=N\O)cc(Cl)c1OCC	-4%	-1%	-4.9%	?
18	O=C(O)c1cn(Cc2ccccc2)c2ccccc2c1=O	-10%	-16%	-1.1%	-2%
19	Cc1ccc(S(=O)(=O)/N=C(/c2ccc(F)cc2)N2CCCCC2)cc1	-2%	-3%	0.0%	25µM*
20	CCN(CC)CCCNC(=O)Cn1nc(-c2ccccc2)ccc1=O	3%	2%	-1.0%	-7%
21	CCN(CC)C(=O)CSc1nnc(-c2ccccc2)o1	-3%	7%	-2.1%	0%
22	O=C(O)C1CC=CCC1C(=O)Nc1ccccc1 (configuration not stated)	-2%	-2%	-1.8%	-11%
23	O=C1CCNc2c(Cl)cc(Cl)cc21	3%	5%	-0.3%	/
24	CN(CC(=O)Nc1ccccc1N1CCOCC1)S(=O)(=O)c1ccc(F)cc1	-11%	-5%	-1.1%	0%

cpd	GAA glycogen mod	GAA inh	aGal spleen mod	NPSR antag
13	2%	-4%	5%	7%[46.1 µM]
14	13%	-3%	-5%	-14%
15	7%	3%	3%	15%
16	11%	-3%	2%	-43%
17	-2%	5%	-8%	11%[46.1 µM]
18	1%	-6%	1%	-8%
19	3%	-2%	6%	-13%[46.1 µM]
20	5%	2%	-4%	2%[46.1 µM]
21	-1%	-12%	7%	-6%[46.1 µM]
22	1%	3%	-4%	1%[46.1 µM]
23	-6%	/	7%	-11%[7.67 µM]
24	-1%	0%	-15%	-14%[46.1 µM]

Next part:
cpd	canonical_smiles	Tau fluor counter	GAA spleen mod	Epigenetic derep	ALDH1A1 block
25	O=S(=O)(c1ccc(Cl)cc1)c1cnc2ccccc2n1	-15%	5%	1.1%	3%
26	COc1ccc([N+](=O)[O-])cc1/C=N/Nc1nn[nH]n1	-3%	2%	2.3%	6%
27	CC(=O)n1cc([C@H]2C=C(C(=O)NCc3ccccc3)O[C@@H](OCc3ccc(CO)cc3)C2)c2ccccc21	-19%	-6%	-2.0%	16µM*
28	COc1ccc(-c2nnc(SCC3CCCO3)n2C)cc1 (configuration not stated)	-8%	1%	-1.1%	?
29	C=CCOC(=O)/C(=C/c1cccnc1)NC(=O)c1ccccc1	6%	0%	-1.0%	/
30	CCN(CC)C(=O)CN(c1cc2c(cc1OC)oc1ccccc12)S(=O)(=O)c1ccc(C)cc1	-14%	-1%	-1.0%	11%
31	CCOC(=O)N1CCC(N2C(=O)c3ccccc3C2Nc2ccc(Cl)cn2)CC1 (configuration not stated)	-4%	-15%	5.0%	?
32	CN(Cc1ccco1)S(=O)(=O)c1ccc2c(c1)CCN2C(=O)CCC(=O)O	-7%	-1%	-1.0%	10%
33	N#Cc1ccc(COc2ccc(CCO)cc2-n2nc3ccccc3n2)cc1	-18%	-4%	-9.5%	?
34	O=C1CCN(C(=O)Nc2cccc(Cl)c2)N1	-25%	4%	1.0%	?
35	COCCNC(=O)c1cc2ncc(Br)cn2n1	-1%	-1%	0.0%	3%
36	CCOc1cc(C2Nc3ccccc3C(=O)N2c2ccccc2)c(Br)cc1OCC(=O)O (configuration not stated)	7%	11%	3.3%	?

cpd	GAA glycogen mod	GAA inh	aGal spleen mod	NPSR antag
25	2%	3%	6%	-26%
26	?	0%	-6%	1%
27	-10%	/	-1%	32%
28	-8%	1%	0%	15%
29	-3%	/	7%	25%
30	1%	-9%	3%	-27%[46.1 µM]
31	-18%	-2%	3%	-17%[46.1 µM]
32	3%	-13%	3%	6%
33	-10%	-6%	11%	2%[7.67 µM]
34	?	0%	12%	0%[46.1 µM]
35	-10%	2%	-1%	1%[46.1 µM]
36	-1%	4%	16%	-2%

More entries
cpd	canonical_smiles	Tau fluor counter	GAA spleen mod	Epigenetic derep	ALDH1A1 block
37	Cc1cccc(C(=O)Nc2cccc(C(=O)N3CCOCC3)c2)c1	-1%	0%	0.0%	-7%
38	Brc1ccc(-c2nc3ncccn3c2Nc2ccc3c(c2)OCCO3)o1	?	-9%	-2.6%	-10%
39	COc1cc(C#N)ccc1OCC(=O)Nc1ccc(C)c(S(=O)(=O)N2CCOCC2)c1	-12%	-6%	-0.2%	7%
40	Brc1ccc(/C=N/Nc2ccccc2)cc1	20µM*[quencher]	-3%	-1.5%	-4%
41	CCCOc1ccc(C(=O)CCN2CCCCC2)cc1	6%	-4%	-2.3%	0.056µM*
42	O=C(c1cc(F)ccc1F)C1CCCN(C(=O)c2ccco2)C1 (configuration not stated)	11%	2%	-1.2%	?
43	Cc1cccc(N(CC(=O)N/N=C/c2ccccc2C(=O)O)S(C)(=O)=O)c1C	1%	1%	9.6%	/
44	COc1ccc(NC(=O)C2CCC(CNS(=O)(=O)c3cccs3)CC2)cc1 (configuration not stated)	-3%	-5%	18%	?
45	COc1ccc(C(CC(=O)N2CCCCC2)NC(=O)C(F)(F)F)cc1 (configuration not stated)	12%	-1%	-0.4%	-2%
46	COc1ccc(C(=O)N/N=C/c2ccc3cccc(OCc4ccccc4)c3n2)cc1	-27%	-3%	-1.0%	?
47	N#C/C(=C/c1ccc(N2CCOCC2)o1)C(=O)Nc1ccccc1	-24%	3%	?	22µM*
48	O=C1NCCCC1C(=O)N1CCCCC1 (configuration not stated)	-1%	5%	-2.2%	-2%

cpd	GAA glycogen mod	GAA inh	aGal spleen mod	NPSR antag
37	7%	-3%	-2%	-1%[46.1 µM]
38	22µM*	-9%	-14%	-18%[46.1 µM]
39	-4%	-5%	-8%	-3%
40	?	-4%	-5%	-8%
41	1%	-8%	-17%	9%[46.1 µM]
42	1%	/	3%	-2%
43	-2%	/	7%	21%
44	-4%	11%	-16%	5%
45	2%	2%	5%	-1%
46	-13%	6%	-2%	-25%[46.1 µM]
47	1%	?	4%	-33%
48	5%	-3%	5%	7%

The listing continues.
cpd	canonical_smiles	Tau fluor counter	GAA spleen mod	Epigenetic derep	ALDH1A1 block
49	N#Cc1nc(COc2ccccc2)oc1N1CCC(Cc2ccccc2)CC1	-8%	6%	1.0%	-2%
50	COCc1cc(C)[nH]c(=O)c1C#N	7%	1%	0.8%	?
51	CCC(C)(C)c1ccc(Oc2ccc(N)cc2)cc1	?	0%	0.4%	-10%
52	O=C(N1CCOCC1)N1CCN(c2ccc(F)cc2)CC1	-5%	7%	-2.5%	14%
53	COc1ccc(C2CC(c3cccs3)=Nc3ccccc3S2)cc1OC (configuration not stated)	-26%	1%	-1.0%	?
54	CCN1CCN(CC(=O)Nc2cc(C(F)(F)F)ccc2OCCOC)CC1	-7%	3%	-0.1%	/
55	O=C1C(Cl)=C(N2CCOCC2)C(=O)N1CCc1ccccc1	0%	11%	-4.8%	?

cpd	GAA glycogen mod	GAA inh	aGal spleen mod	NPSR antag
49	-18%	-9%	6%	-14%[46.1 µM]
50	-13%	0%	1%	0%[46.1 µM]
51	-8%	3%	3%	-27%
52	-3%	-10%	11%	-2%[46.1 µM]
53	2%	4%	2%	-36%
54	8%	/	2%	6%
55	2%	-14%	4%	5%[46.1 µM]

Printed as active in ALDH1A1 block (from the list above):
| nr | mol | GAA spleen mod | Epigenetic derep | ALDH1A1 block | aGal spleen mod | NPSR antag |
| --- | --- | --- | --- | --- | --- | --- |
| 19 | Cc1ccc(S(=O)(=O)/N=C(/c2ccc(F)cc2)N2CCCCC2)cc1 | -3% | 0.0% | 25µM* | 6% | -13%[46.1 µM] |
| 27 | CC(=O)n1cc([C@H]2C=C(C(=O)NCc3ccccc3)O[C@@H](OCc3ccc(CO)cc3)C2)c2ccccc21 | -6% | -2.0% | 16µM* | -1% | 32% |
| 41 | CCCOc1ccc(C(=O)CCN2CCCCC2)cc1 | -4% | -2.3% | 0.056µM* | -17% | 9%[46.1 µM] |
| 47 | N#C/C(=C/c1ccc(N2CCOCC2)o1)C(=O)Nc1ccccc1 | 3% | ? | 22µM* | 4% | -33% |

These rows are one share of the data; rates above refer to the full screens.
